TAG inh – inhibitors of triacylglycerol accumulation, primary screen, cell-based, uHTS, fluorescence, H9c2. H9c2 cells, Nile Red lipid (TAG) fluorescence; cells loaded with 200 µM oleic acid. inhibition, % at 12.5 µM. hit rate 0.66% among 230,000. AID 651582, 2012;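 active = pattern-corrected inhibition of lipid staining of at least 50% with the nuclear-stain viability signal not falling by more than 50%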;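 note: 0% = DMSO wells and 100% = triacsin C control wells; some results filed as inactive read as strong as hits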
TAG inh DAPI viability – also measured in TAG inh; calls as there; DAPI nuclei signal change (viability), lower = more cytotoxic, %;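 whole-well DAPI fluorescence read on a plate reader as a viability signal; minus 50 percent equals half of cells still viable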
Numbers without * were called inactive. This is a subset; the hit share may differ from the screen's.

nr | SMILES | TAG inh | TAG inh DAPI viability
1 | COCc1cc(C)nc(OCC(=O)N/N=C/c2ccccc2)c1C#N | 0 | -15
2 | O=C(CSc1nc2ccccc2c(=O)n1-c1ccccc1F)NC1CCS(=O)(=O)C1 (stereo not given) | 5 | -1
3 | Cc1ccc(NC(=O)c2ccco2)cc1C | -9 | 5
4 | COc1ccc(C2=CC3=C(Br)C(=O)C(C)(O)C(=O)C3=CO2)cc1 (stereo not given) | 2 | -5
5 | CS(=O)(=O)Cc1ccc(C(=O)NNC(=O)c2cc(-c3ccccc3)n[nH]2)cc1 | 15 | -3
6 | CCOc1cccc2cc(C(=O)NCc3ccc(C)cc3)c(=N)oc12 | 8 | -2
7 | O=C(CN1CCN(Cc2ccccc2)CC1)N1CCCCCC1 | -1 | 1
8 | O=C(CN(C(=O)c1ccco1)c1cccc(F)c1)NCc1ccc(F)cc1 | 1 | -7
9 | CC(C)CC(=O)Nc1ccc(C(=O)CN2C(=O)NC3(CCOc4ccccc43)C2=O)cc1 (stereo not given) | 17 | -23
10 | CCOC(=O)N1CCN(C(=O)C2CCN(S(=O)(=O)c3cc(C)ccc3OC)CC2)CC1 | -13 | -5
11 | CCN(CC)S(=O)(=O)c1ccc2[nH]c(=O)cc(C(=O)NCC3CCCO3)c2c1 (stereo not given) | 8 | 1
12 | COc1cc(NS(=O)(=O)c2ccc(NC(=O)c3ccc([N+](=O)[O-])cc3)cc2)ncn1 | 7 | 4
13 | CN1CCCC(OC(=O)c2ccc3c(c2)OCCO3)C1 (stereo not given) | 8 | 7
14 | CC(C)CN(C(=O)c1ccc2c(c1)OCCO2)c1c(N)n(Cc2ccccc2)c(=O)[nH]c1=O | -16 | -6
15 | Nc1ccn([C@@H]2O[C@H](CNCC3=CCOc4ccc(O)cc43)[C@@H](O)[C@H]2O)c(=O)n1 | -7 | 8
16 | COc1ccc(/C=C2/SC(=O)N(CCNC(=O)CC(NC(C)=O)c3ccccc3)C2=O)cc1 (stereo not given) | 2 | -2
17 | CC(C)CC(=O)N1CC=CC[C@@H](c2ccc(Cl)cc2)N(Cc2ccc(Cl)cc2)C(=O)[C@@H]1Cc1ccccc1 | 46 | -9
18 | O=C(Nc1ccccc1)c1ccccc1OS(=O)(=O)c1ccccc1 | 3 | -5
19 | COc1ccc(CCNC(C(=O)Nc2cc(C)cc(C)c2)c2ccccc2)cc1 (stereo not given) | -6 | -4
20 | NS(=O)(=O)c1ccc(NC(=S)NC(=O)/C=C/c2cccs2)cc1 | 11 | 1
21 | COc1cc(S(=O)(=O)N2CCN(Cc3cccs3)CC2)ccc1NC(C)=O | 10 | 3
22 | CCOc1ccc(NC(=O)CSc2nc3[nH]ncc3c(=O)[nH]2)cc1 | 10 | 5
23 | CN1CCN(S(=O)(=O)c2cccc(C(=O)NCc3ccccc3Cl)c2)CC1 | 7 | 0
24 | FC(F)(F)c1nc2ccccc2n1CCNc1nc(CN2CCCCC2)cs1 | -1 | -1
25 | Cc1noc(NS(=O)(=O)c2ccc(NC(=O)C(CC(C)C)N3C(=O)c4ccccc4C3=O)cc2)c1C (stereo not given) | -2 | 2
26 | COc1ccc(NC(=S)N/N=C/c2cccn2Cc2ccc(F)cc2Cl)cc1 | -7 | 8
27 | O=C(O)Cc1ccc2c(c1)N(S(=O)(=O)c1cccc(C(F)(F)F)c1)CC(C(=O)O)O2 (stereo not given) | -4 | 4
28 | O=C(NCCn1cc(SCc2ccccc2)c2ccccc21)c1ccccc1F | -50 | 14
29 | Cc1c(P(=S)(c2ccccc2)c2ccccc2)[n+]2ccccc2n1C/C=C/c1ccccc1 | 83* | -15*
30 | COc1cc(C(=S)N2CCOCC2)cc(OC)c1OC(=O)c1ccccc1Cl | 1 | -8

Exported with each value named: 4 of the compounds above.
1	COCc1cc(C)nc(OCC(=O)N/N=C/c2ccccc2)c1C#N
  TAG inh: 0	TAG inh DAPI viability: -15

2	O=C(CSc1nc2ccccc2c(=O)n1-c1ccccc1F)NC1CCS(=O)(=O)C1 (stereo not given)
  TAG inh: 5	TAG inh DAPI viability: -1

3	Cc1ccc(NC(=O)c2ccco2)cc1C
  TAG inh: -9	TAG inh DAPI viability: 5

4	COc1ccc(C2=CC3=C(Br)C(=O)C(C)(O)C(=O)C3=CO2)cc1 (stereo not given)
  TAG inh: 2	TAG inh DAPI viability: -5

Additional entries follow.
nr | SMILES | TAG inh | TAG inh DAPI viability
31 | Cc1ccc(S(=O)(=O)N2CCC(C(=O)Nc3ccc(S(=O)(=O)N4CCCC4)cc3)CC2)cc1 | -13 | -1
32 | CC[C@]12c3[nH]c4cc(-c5ccco5)ccc4c3CCN1C(=O)[C@@H](CC(=O)NCCCn1ccnc1)C[C@@H]2C(=O)N1CCN(C(=O)c2ccco2)CC1 | 2 | 8
33 | O=C(OCc1cccs1)c1ccccc1NS(=O)(=O)c1ccc2c(c1)OCCO2 | -126 | -6
34 | COC(=O)c1ccc(NC(=O)C23CCC(C)(C(=O)O2)C3(C)C)cc1 (stereo not given) | 4 | 5
35 | Cc1cnn2c(C3CC3)ccnc12 | -8 | 0
36 | O=C(O)c1cc([N+](=O)[O-])cc2c1nnn2O | 13 | -3
37 | CC(C)CN(C)Cc1c(C(=O)N2CCc3ccccc3C2)nc2ccc(Cl)cn12 | 6 | -4
38 | Cc1onc(-c2ccccc2)c1C(=O)N=C(N)c1ccc(Cl)cc1 | -2 | 4
39 | O=C(Nc1cccc(-c2cn3cccnc3n2)c1)Nc1ccccc1F | 17 | -14
40 | COc1ccc(C)cc1-n1nnnc1SCc1nc2ccccc2s1 | 25 | -9
41 | CC1CN(c2ccc(Cl)nn2)CC(C)O1 (stereo not given) | 7 | 2
42 | CCCC(=O)N1CCN(c2ccc(NC(=O)c3ccc(N4CCCC4)c([N+](=O)[O-])c3)cc2Cl)CC1 | 7 | -2
43 | O=C(c1ccccc1)C(C(=O)N1CCCCC1)n1ccccc1=O (stereo not given) | 12 | -9
44 | CCC1CCCCN1C(=O)Cn1nc([N+](=O)[O-])c(Cl)c1C (stereo not given) | -3 | 0
45 | CCOC(=O)C1=C(C)NC(C)=C(C(=O)OCC)C1C(=O)OCC(=O)NCCc1ccc(S(N)(=O)=O)cc1 | 7 | 1
46 | COc1ccc(OCC(=O)NC(=S)Nc2ccc(N3CCOCC3)c(Cl)c2)cc1 | 1 | -4
47 | Cc1ccc(C(=O)C2CCNCC2)cc1 | -1 | 8
48 | CN(/C=C/C(=C\C=[N+](C)c1ccccc1)OCCCS(=O)(=O)[O-])c1ccccc1 | 0 | -11
49 | CC(C)[C@H](NC(=O)c1cccc(S(=O)(=O)N2CCOCC2)c1)C(=O)NCc1ccc(F)cc1 | -5 | 0
50 | O=C(N/N=C/c1ccc(-c2ccccc2[N+](=O)[O-])o1)[C@H]1C[C@@H]1c1ccccc1 | 1 | -3
51 | Cc1oc(S(=O)(=O)N2CCCC2)cc1C(=O)Nc1ccccc1 | -13 | 10
52 | CN(C)C(=O)CCc1ccc2c3c([nH]c2c1)[C@]1(CCC2CCCC2)[C@@H](C(=O)N2CCOCC2)C[C@H](CC(=O)NCCCn2ccnc2)C(=O)N1CC3 | -2 | 8
53 | COc1cccc(C(=O)Nc2ccc(Cl)c(C(F)(F)F)c2)c1 | 15 | -7
54 | CC1=C(C(N)=O)C(c2cccnc2)n2nc(-c3cccc(C)c3)nc2N1 (stereo not given) | 3 | 10
55 | CCCN1CCC(=NNc2ccc(C(=O)O)cc2)CC1 | 10 | -8
56 | Cc1ccc(C)c(NC(=O)N2CCCCCC2)c1 | -8 | -4
57 | COc1ccccc1C1/C(=C(/O)c2ccc(C)cc2)C(=O)C(=O)N1CC(C)O (stereo not given) | 7 | -6
58 | O=C(NNc1cccc(Cl)n1)Nc1ccccc1 | -5 | -7
59 | CC[C@@]1(C(=O)OC)N[C@H](CN(C)C(=O)Nc2ccc(Cl)cc2)[C@@H]2C(=O)N(C)C(=O)[C@@H]21 | 15 | -10
60 | O=C(Cc1ccccc1)N[C@@H](Cc1ccccc1)C(=O)O | 13 | 4

Reprinted from the part before: three compounds, then new ones.
nr | SMILES | TAG inh | TAG inh DAPI viability
58 | O=C(NNc1cccc(Cl)n1)Nc1ccccc1 | -5 | -7
59 | CC[C@@]1(C(=O)OC)N[C@H](CN(C)C(=O)Nc2ccc(Cl)cc2)[C@@H]2C(=O)N(C)C(=O)[C@@H]21 | 15 | -10
60 | O=C(Cc1ccccc1)N[C@@H](Cc1ccccc1)C(=O)O | 13 | 4
61 | Cc1ccc2nc(C)cc(C(=O)N/N=C/c3ccncc3)c2c1 | 1 | 2
62 | O=C(NNS(=O)(=O)c1ccccc1)c1cccnc1 | 9 | -1
63 | COc1ccccc1NS(=O)(=O)c1cc(NC(=O)c2ccc3ccccc3n2)ccc1Cl | -17 | 0
64 | N#CCCN(Cc1cccnc1)CN1C(=O)c2ccccc2C1=O | -11 | -7
65 | Cc1c(C(=S)NC(=O)C2CC2)c(=O)n(-c2ccccc2)n1C | 3 | 1
66 | CC(C)S(=O)(=O)c1csc(NC(=O)Nc2ccc(Cl)cc2)c1Cl | 3 | -2
67 | CCCC(=O)c1ccc(N2CCC(C)CC2)c(F)c1 | 10 | 3
68 | O=C(NC(=S)Nc1ccc(CN2CCOCC2)cc1)c1ccc(-c2cccc(Cl)c2)o1 | 11 | 3
69 | COc1cc2cncc(Cc3ccccc3)c2cc1O | 1 | 9
70 | Cc1nc(C)n(CC(=O)N2CCCC(C(=O)c3cccc4ccccc34)C2)n1 (stereo not given) | -1 | 8
71 | Cc1ccnc2nc(C(=O)NC3=NCCS3)nn12 | -29 | -19
72 | COC(=O)C1=C(C)NC(C)=C(C(=O)O[C@@H]2CCCN(Cc3ccccc3)C2)[C@@H]1c1cccc([N+](=O)[O-])c1 | 17 | 6
73 | C=CCN1C(=NC(=O)CCCC(=O)O)SC2CS(=O)(=O)CC21 (stereo not given) | -6 | 4
74 | C[C@]12c3[nH]c4ccc(Cl)cc4c3CCN1C(=O)[C@@H](CC(=O)NCc1cccc(C(F)(F)F)c1)C[C@@H]2C(=O)N1CCCCC1 | 43 | -18
75 | COc1ccc2cc(C(=O)NCc3ccccc3)c(=Nc3ccc(C(=O)O)cc3)oc2c1 | -19 | -7
76 | COc1ccc(C)cc1NC(=O)CSc1nnc2ccc(-c3cccnc3)nn12 | 9 | 4
77 | CCOc1cc(NCc2ccccc2)c2ncn(C(C)C)c2c1 | 21 | 3
78 | Cc1ccc(CNC(=O)CNC(=O)c2ccc(C(C)(C)C)cc2)n1C | 5 | 6
79 | CSc1nncc(/C(C)=N\Nc2ccccc2)n1 | 7 | -6
80 | CCCCOc1c(C(=O)Nc2ccccc2)nnn1-c1ccccc1 | -6 | 7
81 | O=C(NCc1cccs1)c1csc(COCCO)n1 | -1 | 7
82 | Nc1nc(-c2ccccc2)nc(-c2ccccc2O)n1 | 22 | -14
83 | COC(=O)C(CCSC)NC(=O)C(NC(=O)C1CCC(C)CC1)C(C)C (stereo not given) | -11 | 3
84 | COCCOC(=O)c1[nH]c2c(c1C)C(=O)CC(c1ccc(N(C)C)cc1)C2 (stereo not given) | 26 | -6
85 | COc1cccc(-c2ccc3ncnc(NCc4cccs4)c3c2)c1 | -13 | -3
86 | O=C(NC(c1ccc(Cl)cc1)c1cccnc1)C1CCN(CCOc2ccc(Cl)cc2Cl)CC1 (stereo not given) | 11 | 9
87 | COC(=O)C(Cc1ccc(O)cc1)NC(=O)C(CC(=O)OC(C)(C)C)NC(=O)OC(C)(C)C (stereo not given) | 14 | -11
88 | Oc1ccc2ccccc2c1CNc1ccc2ccccc2c1 | 14 | -9
89 | Cc1ccc(S(=O)(=O)NC(=O)C2(C)CCN2C(=O)Cc2ccc(-c3ccccc3)cc2)cc1 (stereo not given) | 13 | -4
90 | COc1ccccc1N1CC(C(=O)Nc2ccc(S(=O)(=O)N3CCCC3)cc2)CC1=O (stereo not given) | 1 | 6
91 | Cc1nc2cc(-c3cccc(F)c3)nn2c(C)c1CCC(=O)N1CCN(c2ccccn2)CC1 | 2 | 6
92 | COC(=O)/C=C/c1ccc2c(c1)OCO2 | 11 | 3
93 | O=C(Nc1ccccc1)c1ccc(NCc2cccnc2)c(S(=O)(=O)N2CCOCC2)c1 | 34 | -9
94 | O=Nc1c2cc3ccccc3[nH]c-2c2ccccc12 | -11 | 10
95 | O=C(CCN1CCN(C/C=C/c2ccccc2)CC1)Nc1cccc(F)c1 | 13 | 12
96 | CCCc1cc(=O)n2[nH]c(SCc3ccccc3)nc2n1 | 5 | -11
97 | Cc1cc(C(=O)COC(=O)c2cccs2)c(C)n1-c1c(C)n(C)n(-c2ccccc2)c1=O | -11 | -2
98 | CCCc1cc(=O)[nH]c(SCC(=O)NC2CC2)n1 | 12 | -4
99 | CCc1nc2ccc(C(=O)N(C)CCCN(C)C)cn2c1N(C)Cc1cc2ccccc2s1 | 10 | 12
100 | CNc1cncc(-c2cccc(NS(C)(=O)=O)c2)n1 | -8 | 15
101 | COc1ccc(C(=O)Nc2cccc(-c3ccc4nncn4n3)c2)cc1OC | 9 | 3
102 | COc1cc2c(c(OC)c1OC)-c1ccc(NCc3ccccc3)c(=O)cc1C(NC(C)=O)CC2 (stereo not given) | 24 | -18
103 | CC(=O)N1CCN(c2ccc(NCc3ccc(C)cc3)cc2)CC1 | 17 | -10
104 | N#Cc1ccccc1COC(=O)c1ccc2c(c1)OCCO2 | -5 | 16
105 | Cc1cccc(C2=NN(c3ccccc3)[C@@H](C(=O)N3CCOC3=O)[C@@H]2c2ccc([N+](=O)[O-])cc2)c1 | -24 | 3
106 | CCc1nnc(NC(=O)CSc2nnc(-c3ccoc3C)n2-c2ccccc2)s1 | 20 | -8
107 | CCCCOc1ccc(SCCCN2CCOCC2)cc1 | -32 | 8
108 | Cc1cc(Nc2ccc(F)cc2Cl)n2ncnc2n1 | 7 | -9
109 | CSc1ccc(S(=O)(=O)NCC(=O)OCC(=O)N(C)CC(=O)Nc2ccc(F)cc2)cc1[N+](=O)[O-] | -6 | 5

High-throughput results as filed in PubChem BioAssay.
